TDP1 cell CPT: growth inhibition of DT40 Tdp1-/-;hTDP1 cells with camptothecin (screen for TDP1 inhibitors). chicken DT40 Tdp1-/-;hTDP1 cells + 20 nM CPT, ATP luminescence, 48 h. Potency, µM (titrated, usually from 46.2 µM), inactives show at the highest dose activity change, negative = growth inhibition, hits mostly inhibitors. actives 12% (n = 420,000); note: nearly all actives have a fitted effect of over 55% in size
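Chicken DT40 Tdp1-/- cells complemented with human TDP1, 400 cells/well, exposed to compounds plus 20 nM camptothecin for at least 48 h at 37 C; viability read as ATP content by CellTiter-Glo luminescence.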
FEN1 inhibitor: inhibitors of human flap endonuclease 1. actives 0.35% (n = 390,000). AID 588795. P39748. Potency, µM (titrated, usually from 114 µM), inactives show at the top dose activity change, negative = inhibition, usual class: inhibitors. Recombinant FEN1 flap cleavage, fluorescence, 15 min; note: nearly all actives have a fitted effect of over 65% in size
Target sequence (P39748 whole entry, looked up): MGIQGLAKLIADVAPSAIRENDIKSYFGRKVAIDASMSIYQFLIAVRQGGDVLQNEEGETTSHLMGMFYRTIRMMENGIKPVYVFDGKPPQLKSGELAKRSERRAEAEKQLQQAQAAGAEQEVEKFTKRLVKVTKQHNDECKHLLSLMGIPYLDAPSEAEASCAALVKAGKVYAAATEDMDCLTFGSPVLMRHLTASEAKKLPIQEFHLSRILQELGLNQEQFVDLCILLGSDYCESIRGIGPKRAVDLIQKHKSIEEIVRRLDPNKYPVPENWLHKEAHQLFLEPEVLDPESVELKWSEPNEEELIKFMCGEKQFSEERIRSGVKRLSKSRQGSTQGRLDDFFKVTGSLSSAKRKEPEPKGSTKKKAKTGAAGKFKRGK
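FEN1 at 10 nM, compound pretreatment for 15 min (room temperature), 50 nM final substrate to initiate; endpoint reads at 0 and 15 min; DMSO-only plates used as vehicle background.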
KAT2A inh: GCN5L2 (KAT2A) acetyltransferase inhibition. AID 504327. Potency, µM (titrated, usually from 58.9 µM), for inactives: top-dose activity change, negative = inhibition, actives largely listed as inhibitors. GCN5L2 HAT assay, ThioGlo1 CoA-SH fluorescence. actives 0.21% (n = 390,000)
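ThioGlo1-coupled HAT assay: 20nM GCN5L2, 70uM acetyl-CoA, 75uM H3(1-25) peptide, pH 7.5. Fluorescence read at 340/540nm at start and after 20 min at room temperature.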
An asterisk follows results filed as active; ? = inconclusive; . = not tested or not shown; & = joins results of further samples; [ ] = dose if it differs, or a comment. Calls come from the whole dose curve; as a rule, active = well fitted curve in the direction sought with a large enough effect; inconclusive = small, poorly fitted or top-dose-only effect, or another doubt; inactive = no such curve, though single readings can be large; an effect the other way counts as inactive or inconclusive. % is set by controls: 0 for no effect and ±100 for the full control effect; potency is the fitted concentration of half-maximal effect. Only part of the results is shown; the hit share may differ from the screen's.

The first 5 records as a preview:
SMILES,TDP1 cell CPT,FEN1 inhibitor,KAT2A inh
Cc1ccc(NC(=S)N(CCCN2CCC(C)CC2)Cc2ccco2)cc1,?,-2%,-3%
CCCCC(O)(c1ccc(CC)cc1)C(CN1CCOCC1)c1ccccc1 (stereo unspecified),?,-2%,-4%
COc1ccc(/C=N/NC(=O)c2ccc(NC(=O)c3cccc([N+](=O)[O-])c3)cc2)c(C(=O)O)c1OC,-2%,-7%,-24%
O=C(CSc1nnc(COc2ccccc2Cl)o1)NC(=O)NCc1ccco1,?,-11%,-10%
CCCNC(=O)N1CCCC(C(=O)c2cccc(Cl)c2)C1 (stereo unspecified),?,15%,19%

Results, from the first entry:
SMILES,TDP1 cell CPT,FEN1 inhibitor,KAT2A inh
Cc1ccc(NC(=S)N(CCCN2CCC(C)CC2)Cc2ccco2)cc1,?,-2%,-3%
CCCCC(O)(c1ccc(CC)cc1)C(CN1CCOCC1)c1ccccc1 (stereo unspecified),?,-2%,-4%
COc1ccc(/C=N/NC(=O)c2ccc(NC(=O)c3cccc([N+](=O)[O-])c3)cc2)c(C(=O)O)c1OC,-2%,-7%,-24%
O=C(CSc1nnc(COc2ccccc2Cl)o1)NC(=O)NCc1ccco1,?,-11%,-10%
CCCNC(=O)N1CCCC(C(=O)c2cccc(Cl)c2)C1 (stereo unspecified),?,15%,19%
O=S(=O)(c1ccccc1)N1CCN(Cc2ccccc2)CC1,11%&-13%,-6%&-7%,-3%
COc1ccc(C2C(C#N)=C(N)N(c3ncn[nH]3)C3=C2C(=O)CCC3)cc1 (stereo unspecified),19%,2%,-9%
CCOC(=O)c1ccc(N2C(=O)CC(Sc3ncccn3)C2=O)cc1 (stereo unspecified),?,2%,-3%
Cc1ccccc1NCc1nc2ccccc2n1C,-24%,13%,4%
CC(=O)Nc1ccc(S(=O)(=O)N2CCOCC2)cc1,-22%,3%,-8%
COc1ccc(CNC(=O)c2c(Nc3ccccc3C)sc(C(=O)c3ccccc3)c2N)cc1,?,-33%,-6%
CCOc1cc(C(C#N)N2CCOCC2)ccc1OC (stereo unspecified),-9%,8%,1%
Cc1ccc(C(=O)NCCn2cc(SCC(=O)N3CCOCC3)c3ccccc32)cc1,?,2%,1%
Cc1cc(C)nc(/N=C(\N)N2CCc3ccccc32)n1,0%,-5%,6%
O=S(=O)(Nc1ccc(Cl)cc1)c1ccc2c(c1)CCO2,1%,-2%,-7%
O=C(COc1ccc([N+](=O)[O-])cc1Cl)N1CCOCC1,-11%,2%,4%
COc1ccc(C(C)=O)cc1CSc1nc2ccccc2o1,-12%,8%,-14%
COC(=O)c1ccc(Cn2cnc3c(N)ncnc32)cc1,-3%,2%,.
COc1ccc(N2CC(C(=O)OCC(=O)Nc3cc(C)on3)CC2=O)cc1 (stereo unspecified),-3%,-5%,-3%
Cc1ccc(Nc2nc(Oc3ccc(OCc4ccccc4)nn3)nc(N3CCOCC3)n2)cc1,?,-8%,3%

Exported with values under each structure: entries from further up.
Values run as follows: TDP1 cell CPT | FEN1 inhibitor | KAT2A inh
O=C(COc1ccc([N+](=O)[O-])cc1Cl)N1CCOCC1
→ -11% | 2% | 4%
Cc1ccc(Nc2nc(Oc3ccc(OCc4ccccc4)nn3)nc(N3CCOCC3)n2)cc1
→ ? | -8% | 3%
COc1ccc(N2CC(C(=O)OCC(=O)Nc3cc(C)on3)CC2=O)cc1 (stereo unspecified)
→ -3% | -5% | -3%
Cc1cc(C)nc(/N=C(\N)N2CCc3ccccc32)n1
→ 0% | -5% | 6%

The list goes on.
SMILES,TDP1 cell CPT,FEN1 inhibitor,KAT2A inh
CC(C)(C)NC(=O)NC(=O)COC(=O)CNS(=O)(=O)/C=C/c1ccccc1,6%,-6%,-1%
O=C(Nc1ccc(-n2cccc2)cc1)C1CC1,9.2µM*,-1%,-7%
C[C@H](NC(=O)c1ccccc1Cl)C(=O)OCCOc1ccc(Cl)cc1,-20%,-20%,-9%
COc1cc(NC(=O)C2CC(=O)NC3=C2C(=O)CCC3)c(OC)cc1Cl (stereo unspecified),8%,13%,-4%
NS(=O)(=O)c1ccc(CCNC(=O)c2ccc(Cl)s2)cc1,-5%,11%,-1%
CC(=O)Nc1ccc(C(=O)OCC(=O)N2CCCC2=O)cc1,-1%,-2%,-4%
O=C(CSc1cccc[n+]1[O-])Nc1cc(Cl)ccc1[N+](=O)[O-],?,2%,0%
O=C1Oc2ccccc2C2(O)C3CCCCCC3C12 (stereo unspecified),-5%,-3%,0%
Cc1ccc(C)c(Nc2nn3c(=O)c4ccc(C(=O)NCc5cccs5)cc4nc3s2)c1,?,-26%,-15%
O=[N+]([O-])c1ccc(N2CCN(C(=S)Nc3ccc(F)cc3F)CC2)cc1,6.5µM*,-9%,-11%
Cc1nc2ccccc2[nH]c1=O,-16%,0%,-2%
COC(=O)c1cc(NC(=O)c2ccc(-c3ccc(Cl)cc3Cl)o2)cc(C(=O)OC)c1,-3%,7%,4%
CCOc1cc(CNc2ccc(N(C)C)cc2)cc(Br)c1OCC(=O)NC(C)(C)C,18µM*,-24%,-2%
O=C(CNC(=O)c1ccc(Br)o1)Nc1cccc(-c2cnc3ccccc3n2)c1,?,-2%,-4%
Cn1cc(/C=N/n2cnc3scc(-c4ccc(Cl)cc4)c3c2=O)c2ccccc21,0.58µM*,-4%,-1%
C=CCNC(=S)Nc1ccccc1,-7%,-13%,-3%
COc1ccc(Nc2ncc(C(=O)N3CCN(Cc4ccccc4)CC3)c3ccccc23)cc1,18µM*,-11%,-22%
CS(=O)(=O)c1cccc(-c2nnc(NC(=O)C3=COCCO3)o2)c1,11%,-2%,-1%
c1ccc(N2CCN(c3nc4ccccc4n4cnnc34)CC2)cc1,?,10%,-19%
COc1c(C)cccc1C(=O)NCCCNC(=O)c1ccc(C)nc1,12%,0%,-1%
CC(C)(C)NC(=O)CCN(/N=C/c1ccncc1)C1=NS(=O)(=O)c2ccccc21,-8%,-3%,31%[activator]
CCC(=O)Nc1ccc(O)cc1,5%,.,2%
CN(Cc1ccco1)C(=O)C1CCCN(c2ncnc3c2nc2n3CCCCC2)C1 (stereo unspecified),?,-13%,-3%
C/C(=N/NS(=O)(=O)c1ccc(F)cc1)c1ccc(NC(=O)c2ccc(C)o2)cc1,-12%,5%,-5%
CC(C)c1ccc2oc(=O)cc(CN3CCOCC3)c2c1,-8%,2%,-3%
Cc1ccc(S(=O)(=O)N2CCCCC2CCNC(=O)C(=O)NC2CCCC2)cc1 (stereo unspecified),?,7%,-8%
Cc1ccccc1NC(=O)C1c2cccc[n+]2CC(=O)N1c1c(C)cccc1C (stereo unspecified),?,-4%,-8%
O=C(O)COc1ccccc1O,?,-2%,-3%
Cc1ccc(C)c(N2CCN(C(=O)CCc3nc(-c4ccccc4)no3)CC2)c1,?,1%,-14%
COC(=O)c1ccccc1NC(=O)c1cnc(Nc2ccc(OC)cc2)c2ccccc12,23µM*,-11%,-11%
O=C(C[C@H]1C/C=C\C[C@H](NC(=O)OCC2c3ccccc3-c3ccccc32)C(=O)OC[C@@H]2CCCN2C1=O)N[C@H](CO)Cc1ccccc1,10µM*,13%,-8%
CCOc1ccc(-c2cc3nc(C4CCN(C(=O)OC(C)(C)C)CC4)c(C(=O)Nc4ccc(C)cc4Cl)cn3n2)cc1,?,-2%,-19%
CCC(Sc1nc2ccccc2c(=O)[nH]1)C(=O)Nc1ccc(C(C)=O)cc1 (stereo unspecified),-26%,0%,-3%
COc1ccccc1NC=C1C(=O)OC(C)(C)OC1=O,1%,-10%,-6%
O=C(CSc1nc2ccccc2o1)N1CCOCC1,7%,23%,-1%
CCN(c1ccc2c(c1)OCO2)S(=O)(=O)c1cc2c(cc1Br)CCN2C(=O)C1CC1,16µM*,5%,.
CCCc1c(C(=O)O)cnn1-c1ccc(Cl)cc1,4%,-17%,-1%
Nc1ncnc(N2CCOCC2)c1N,21%,-5%,1%
NC(=S)N/N=C/c1ccccc1O,?,-5%,-7%
CCn1c(Cc2ccccc2)nnc1SCC(=O)NC1CC1,0%,-6%,0%
CSc1ccc(CN(C)C(=O)C(Cc2ccccc2)NC(=O)c2ccccc2)cc1 (stereo unspecified),?,-12%,-2%
CCc1cc(=O)[nH]c(SC/C=C/c2ccccc2)n1,0%,4%,-3%
COC(=O)[C@]1(C)N[C@H](CN(C)S(=O)(=O)c2ccc(C(F)(F)F)cc2)[C@@H]2C(=O)N(C)C(=O)[C@@H]21,2%,-1%,-1%
CCc1ccc(C(=O)NC(C(=O)O)C(C)C)cc1 (stereo unspecified),1%,-3%,18%
Cc1cc2c(cc1S(=O)(=O)NCc1ccccc1Cl)OCCN2C,?,-17%&12%,-36%&-3%
c1ccc(CSc2nnc(Cc3ccccn3)o2)cc1,-27%,6%,-6%
Cc1ccc(-c2c[n+](CC(=O)Nc3nc(-c4ccccc4)cs3)c3n2CCC3)cc1,15µM*,-12%,-8%
Cc1ccc2cccc(NC(=S)NC(=O)c3ccn(C)n3)c2n1,?,-15%,-15%
CCCC(=O)Nc1ccccc1NC(=O)CN(C)S(=O)(=O)c1ccc(C)cc1,-10%,-10%,-21%
Cc1ccc(-n2c(SCC(=O)NCC3CCCO3)nc3ccccc3c2=O)cc1C (stereo unspecified),?,12%,-5%

More entries follow.
SMILES,TDP1 cell CPT,FEN1 inhibitor,KAT2A inh
CCOP(=O)(OCC)C(NC(=O)Nc1cccc(Cl)c1)c1ccccc1 (stereo unspecified),-18%,3%,-4%
CC(=O)NCC(=O)NC(Cc1ccccc1)C(N)=O (stereo unspecified),-14%,0%,0%
CCCCCCCNC(=O)C1(CC2CC(c3ccc(Cl)cc3)=NO2)CCN(C(=O)OC(C)(C)C)CC1 (stereo unspecified),?,-16%,-7%
COc1ccc(NC(=O)CCSc2nc(-c3ccco3)cc(C(F)(F)F)n2)cc1OC,?,-8%,-1%
Cn1cc(-c2cc3n(n2)CCC(=O)N3CCCC(=O)Nc2ccc(F)cc2F)c2ccccc21,?,-6%,-4%
COC(=O)CCSCC(=O)Nc1ccc(S(=O)(=O)N2CCOCC2)cc1OC,-5%,8%,-4%
CN(Cc1ccccc1)C(=O)CN1C(=O)CSc2ccc(S(=O)(=O)N3CCOCC3)cc21,?,-1%,0%
O=C1C=C(c2cc3ccccc3s2)CCC1,-17%,3%,.
COc1ccc(Oc2nc3c(c(=O)n(C)c(=O)n3C)n2Cc2ccc(Cl)cc2Cl)cc1,?,11%,-1%
CCOC(=O)C1CCN(C(=O)c2ccc(SC)cc2OC)CC1,?,22%,0%
CC1=[N+]([O-])C(C)(C)C(C)N(O)C1=O (stereo unspecified),-7%,-4%,-4%
Oc1ccc(Cl)cc1/C=N/c1nc2ccccc2[nH]1,-18%,-7%,-6%
Cc1cc(C)n(-c2nc(NCCN(C)C)c3c4c(sc3n2)CCCC4)n1,8.2µM*,?,-4%
CC(C)(O)C#Cc1ccc(CN2CCN(CCc3ccccc3)C(CCO)C2)s1 (stereo unspecified),?,20%,-10%
O=[N+]([O-])c1cccc(/C=N/N2CCN(c3ccccn3)CC2)c1,?,-16%,-6%
COc1cc(C(C)=O)ccc1OCC(=O)OCCCOC(=O)COc1ccc(C(C)=O)cc1OC,6%,1%,-2%
N#CC1(NC(=O)COC(=O)CNC(=O)c2sc3ccccc3c2Cl)CCCCC1,4%,-11%,1%
N#CCCN(C(=O)COC(=O)C12CC3CC(CC(O)(C3)C1)C2)c1ccc(F)cc1,-12%,15%,?
COc1ccc(C2NC(=O)NC3=C2CCc2ccccc23)cc1 (stereo unspecified),?,-4%,-14%
CC1CN(CCC(=O)Nc2ccccc2F)CC(C)O1 (stereo unspecified),20%,3%,-14%
Cc1cc(NC(=O)CSc2nnc3ccccn23)no1,10%,9%,-16%
CCOCCCNC(=O)c1ccc2c(c1)NC(=O)C(CS(=O)(=O)Cc1ccc(F)cc1Cl)N2 (stereo unspecified),-1%,17%,-2%
CCc1ccc(-c2cc(C)no2)cc1S(=O)(=O)N1CCN(c2cc(C)ccc2C)CC1,?,-18%,-6%
Brc1ccc(-n2nc(-c3ccccc3)c3cnc4cc5c(cc4c32)OCO5)cc1,-7%,-9%,-2%
Cc1ccccc1N1CCN(C2CCCN(C(=O)CN3CCCC3=O)C2)CC1 (stereo unspecified),-22%,1%,0%
COc1ccccc1C(=O)Nc1ccccc1OCc1cc(=O)n2cc(C)sc2n1,-10%,2%,3%
C1=C(c2cccc3ccccc23)N2CCN=C2S1,-20%,0%,0%

Screening data as filed in PubChem BioAssay.
